Source: PubChem
beta cell repl: inducers of MIN6 beta-cell proliferation, primary screen, ATP luminescence, uHTS; MIN6 cells proliferation, ATPlite luminescence, 48 h; cells starved in 0.2% serum; 100% = growth in 10% serum; proliferation, % at 10 µM; 330,000 compounds, 0.29% hits; AID 2380, 2010;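 active means compounds whose signal lies at least 3.5 SD above the mean of all wells on their plate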;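 further: 0% = DMSO-treated cells in low-serum medium and 100% = 10% serum control; some compounds called inactive have numbers as strong as hits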
hIAP activ: human IAP activators, primary screen, biochemical, luminescence, uHTS; Intestinal-type alkaline phosphatase (Homo sapiens), P09923; purified human IAP, CDP-Star luminescence, 30 min; active compounds read high; 1 = vehicle-only enzyme, 0 = enzyme-free background; activation factor at 10 µM; 330,000 compounds, 0.16% hits;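 active means activation factor of the enzyme at least 2-fold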; further: the source names both 10 and 20 µM as test concentration; values of inactives mirror those of a sister screen read the other way
Target sequence (P09923 whole entry, looked up): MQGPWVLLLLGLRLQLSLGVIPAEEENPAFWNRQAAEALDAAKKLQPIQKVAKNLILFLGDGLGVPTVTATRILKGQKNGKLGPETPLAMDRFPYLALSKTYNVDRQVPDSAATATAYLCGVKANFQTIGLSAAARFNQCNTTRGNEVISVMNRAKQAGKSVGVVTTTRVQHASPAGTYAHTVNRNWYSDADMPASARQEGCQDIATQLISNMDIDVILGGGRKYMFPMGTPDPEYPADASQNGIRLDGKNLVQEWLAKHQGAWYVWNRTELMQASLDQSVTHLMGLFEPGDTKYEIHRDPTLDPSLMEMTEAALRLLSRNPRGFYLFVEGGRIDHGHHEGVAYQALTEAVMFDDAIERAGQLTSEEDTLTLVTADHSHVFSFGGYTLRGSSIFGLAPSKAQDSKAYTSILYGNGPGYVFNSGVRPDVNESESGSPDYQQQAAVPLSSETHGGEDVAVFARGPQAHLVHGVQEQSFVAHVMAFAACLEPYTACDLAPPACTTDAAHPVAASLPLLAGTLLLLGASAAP
APOBEC3A inh: APOBEC3A ssDNA deaminase inhibitors, primary screen, selectivity assay for APOBEC3G inhibitor project, biochemical, FAM/TAMRA oligo cleavage fluorescence | DNA dC->dU-editing enzyme APOBEC-3A (Homo sapiens), P31941 | recombinant A3A, FAM/TAMRA ssDNA deamination fluorescence | inhibition, % at 20 µM | 330,000 compounds, 0.41% hits | AID 493011, 2011;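 active means at least 40% inhibition at 20 µM here, with at most 30% in a related deaminase screen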;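 further: plate controls were A3A with DMSO for no effect and wells lacking A3A enzyme for full effect; some results filed as inactive read as strong as hits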
mIAP activ: activators of mouse IAP, primary screen, biochemical, luminescence, uHTS; intestinal alkaline phosphatase [Mus musculus]; muIAP, CDP-Star luminescence, 30 min; active compounds read high; 1 = vehicle-only enzyme signal, 0 = enzyme-free wells; activation factor at 10 µM; 330,000 compounds, 0.24% hits;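 active means activation factor of at least 2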; further: the source names both 10 and 20 µM as test concentration; values of inactives mirror those of a sister screen read the other way
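Assay system: mouse IAP enzyme; Reagent: CDP-Star chemiluminescent phosphatase substrate; Compound: DMSO-dissolved test compounds; Incubation: 30 min, room temperature; Technique: luminescence from enzymatic CDP-Star hydrolysis; Controls: DMSO-only wells and no-enzyme negative control.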
A3G deaminase: APOBEC3G DNA deaminase inhibitors, primary screen, biochemical, fluorescence, single-stranded DNA substrate, uHTS; DNA dC->dU-editing enzyme APOBEC-3G (Homo sapiens), Q9HC16; recombinant A3G, ssDNA deamination FAM/TAMRA fluorescence; inhibition, % at 20 µM; 330,000 compounds, 0.28% hits;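 active means inhibition of at least 40% at 20 µM, with no more than 30% in the related APOBEC3A deaminase screen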;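 further: plate controls were DMSO wells with A3G for no effect and wells lacking A3G enzyme for full effect; some compounds called inactive have numbers as strong as hits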
MPTP inh: mitochondrial permeability transition pore inhibitors, primary screen, biochemical, isolated mouse mitochondria, absorbance | Ca2+ swelling absorbance, 30 min | inhibition, % at 10 µM | 360,000 compounds, 1.4% hits | AID 602449, 2012;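 active means inhibition of 50% or more, scaled per plate between neutral and stimulator controls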;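 further: 0% = DMSO wells given calcium and 100% = 1 mM EGTA wells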
hIAP inh: human IAP inhibitors, primary screen, biochemical, luminescence, uHTS; purified IAP, CDP-Star luminescence, 30 min; inhibition, % at 10 µM; Intestinal-type alkaline phosphatase (Homo sapiens), P09923; AID 2544, 2010; 330,000 compounds, 0.12% hits;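 active means inhibition reaching a set limit with compound at 10 µM in the primary screen, cut at about 35% in these data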;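 further: plate controls were DMSO wells with enzyme for no effect and no-enzyme buffer wells for full effect; values of inactives mirror those of a sister screen read the other way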
ATG4B inh: ATG4B protease inhibitors, primary screen, biochemical, fluorescence, uHTS; inhibition, % at 8.33 µM; ATG4B cleavage of LC3-PLA2, NBD-HPC fluorescence, 1 h; 340,000 compounds, 0.51% hits; AID 504462, 2011; in the data active means inhibition above about 40%
Target sequence (Q9Y4P1 whole entry, looked up): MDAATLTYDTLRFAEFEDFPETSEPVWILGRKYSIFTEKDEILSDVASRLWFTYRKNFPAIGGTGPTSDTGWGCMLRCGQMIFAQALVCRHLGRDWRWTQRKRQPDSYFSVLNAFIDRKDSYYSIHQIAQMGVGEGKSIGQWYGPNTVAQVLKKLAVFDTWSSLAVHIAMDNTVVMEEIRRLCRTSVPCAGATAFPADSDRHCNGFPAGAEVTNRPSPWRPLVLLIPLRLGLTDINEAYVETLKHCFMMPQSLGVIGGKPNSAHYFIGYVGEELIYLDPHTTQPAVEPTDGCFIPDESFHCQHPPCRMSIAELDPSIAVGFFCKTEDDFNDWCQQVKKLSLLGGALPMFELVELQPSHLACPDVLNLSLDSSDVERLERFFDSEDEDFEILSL
mIAP block: inhibitors of mouse IAP, primary screen, biochemical, luminescence, uHTS. inhibition, % at 10 µM. intestinal alkaline phosphatase [Mus musculus]. purified mouse IAP, CDP-Star luminescence, 30 min. 330,000 compounds, 0.2% hits. AID 2806, 2010;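 active means inhibition of at least 40% at 10 µM in the primary screen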;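 further: plate controls were DMSO with enzyme for no effect and no enzyme wells for full effect; values of inactives mirror those of a sister screen read the other way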
Numbers without * were called inactive.

Sample of the layout (2 entries):
SMILES	beta cell repl	hIAP activ	APOBEC3A inh	mIAP activ	A3G deaminase	MPTP inh	hIAP inh	ATG4B inh	mIAP block
CCCCN(C)C(=O)CCCCn1c(=O)[nH]c2cc(OCC)c(OCC)cc2c1=O	-1	1.2	-2	1.1	5	1.1	-24	-13	-6
CCCCCC(=O)Nc1ccc(S(=O)(=O)Nc2ccc(Cl)nn2)cc1	-4	0.92	7	0.96	3	-0.9	8	-4	4

The list itself, from the start:
SMILES	beta cell repl	hIAP activ	APOBEC3A inh	mIAP activ	A3G deaminase	MPTP inh	hIAP inh	ATG4B inh	mIAP block
CCCCN(C)C(=O)CCCCn1c(=O)[nH]c2cc(OCC)c(OCC)cc2c1=O	-1	1.2	-2	1.1	5	1.1	-24	-13	-6
CCCCCC(=O)Nc1ccc(S(=O)(=O)Nc2ccc(Cl)nn2)cc1	-4	0.92	7	0.96	3	-0.9	8	-4	4
COc1ccccc1C(=O)COC(=O)c1ccc(Cl)nc1	-2	1.1	0	1.1	-6	-0.1	-14	18	-6
Clc1ccc(-c2cc3ccccc3nc2N2CCCC2)cc1	-4	1.1	-2	1	-3	1.4	-7	6	-3
NC(=O)CC(NC(=O)c1ccccc1)c1ccc(NCc2ccc(F)cc2)c([N+](=O)[O-])c1 (stereo not given)	-6	0.93	0	1	0	-2.3	7	-11	-5
Cc1csc(NC(=O)CSc2nc3nc(C)cc(C)n3n2)n1	0	1.1	2	1.1	-7	-0.8	-6	-5	-7
O=C(NNC1CC(=O)N(c2ccccc2)C1=O)c1ccc(COc2ccccc2Cl)o1 (stereo not given)	-1	1	2	0.9	2	-1.3	0	-5	10
Cc1noc(C)c1CSc1nnc(-c2ccccc2)n1Cc1ccco1	-1	1	-4	1	-8	-3.5	-4	0	-4
CN(C)/C=C/C(=O)c1ccc([N+](=O)[O-])c(CS(=O)(=O)c2ccc(Cl)cc2)c1	-1	0.98	-5	0.9	-3	-1.1	2	-3	10
CCOC(=O)c1c(NC(=O)CSc2nncs2)sc(C)c1C	-2	1.2	0	1	9	0.6	-22	5	-2
COc1cc(C(=O)Nc2ccc3c(c2)OCO3)ccc1-n1cnnn1	1	0.92	3	1	0	-0.8	8	8	-3
Cc1cc(Br)ccc1OCc1nc(-c2cccnc2)no1	0	0.88	1	0.89	-2	3.9	12	-18	11
CCCC1C(=O)N2C(N(C)C)=Nc3ccc(C)cc3N2C1=O (stereo not given)	5	0.91	2	1	-1	1.1	9	-3	-2
Cc1cc(C)cc(OC(C)C(=O)Nc2ccc3c(c2)n(C)c(=O)n3C)c1 (stereo not given)	-4	1.1	38	1.2	7	0.0	-6	-1	-21
COCCCN(C(=O)Cc1coc2cc(C)c(C)cc12)c1c(N)n(Cc2ccccc2)c(=O)[nH]c1=O	0	0.9	2	1	-4	-0.4	10	-9	-2
Cc1cc(C(=O)N/N=C/c2cc(Br)c(Br)o2)n[nH]1	0	1.5	58*	0.87	16	2.8	-48	15	13
CCn1cc(CCC(=O)NCCN2CCOCC2)c2ccccc21	-3	1	0	0.99	-6	0.3	-2	-6	1
COc1ccc(C(=O)CN2C(=O)c3ccccc3S2(=O)=O)cc1	-3	1.1	0	0.97	-7	1.7	-15	-6	3
Cn1cnc(S(=O)(=O)N2CCN(c3ccc(Cl)cc3)CC2)c1	0	1.1	-3	0.95	-8	-0.2	-7	-13	4
O=C(CCl)NN1C(=O)NC(c2ccccc2)(c2ccccc2)C1=O	-3	0.89	1	0.94	-13	-0.9	11	7	6
Cc1ccc(NC(=O)CC2NCCNC2=O)cc1Cl (stereo not given)	-5	1.1	2	1.1	0	-1.8	-12	-3	-15
CC1CCC/C(=N/Nc2nc3ccccc3s2)C1 (stereo not given)	-3	1.1	-4	0.96	-7	-1.1	-8	-2	4
Cc1nn(CCOc2ccccc2)c(=O)n1-c1ccc(F)cc1	0	1	-3	1	-8	-1.1	-3	8	-4
COc1ccc(NC(=O)N2CCCC(C(=O)Nc3cccc(C)c3C)C2)cc1 (stereo not given)	-5	1.1	-3	1	-7	-0.3	-7	4	-2
O=C(CCC(=O)n1ncc2ccccc21)NCc1ccccc1Cl	-3	0.98	-1	1.1	-8	-1.3	2	-13	-9

The listing continues:
SMILES	beta cell repl	hIAP activ	APOBEC3A inh	mIAP activ	A3G deaminase	MPTP inh	hIAP inh	ATG4B inh	mIAP block
Cc1cc(NC(=S)NC(=O)C2CC2)ccc1Br	-5	0.92	-1	0.99	-9	1.0	8	1	1
COc1ccc(CN(C)Cc2nc3cc(OC)c(OC)cc3c(=O)[nH]2)c(OC)c1	0	1.1	22	1.1	-8	0.0	-9	-3	-8
O=C(/C=C/c1ccccc1)Nc1ccc(C(=O)N2CCCCC2)cc1	-2	1	-3	0.92	-8	1.6	-2	8	8
CCC1=NN(C(=O)c2ccc([N+](=O)[O-])cc2)C(O)(c2ccccc2)C1 (stereo not given)	-3	0.93	-1	0.67	-3	16	7	16	33
COc1ccccc1CCC(=O)Oc1ccc(C#N)cc1OC	3	1.2	-5	0.9	-9	0.0	-19	-1	10
Cc1ccc(CNC(=O)N2CCN(S(=O)(=O)c3ccccc3)CC2)cc1	2	1.3	-5	0.96	-7	-0.5	-27	-7	4
COc1ccc(-c2nc(CN(C)C(C)c3ccon3)c(C)o2)c(C)c1C (stereo not given)	3	0.95	-3	0.95	-7	-2.1	5	2	5
Cc1ccc(NC(=O)CSc2nnc(CNC(=O)c3ccccc3F)o2)cc1Cl	-1	1.2	-9	1.1	-7	-0.4	-23	-9	-7
COc1ccccc1NC(=O)[C@@H]1CCCN1S(=O)(=O)c1ccc(Cl)cc1	3	1	-2	0.99	-8	-0.6	-3	0	1
CCc1ccc(C(=O)CN2C(=O)NC(C)(CCc3ccccc3)C2=O)cc1 (stereo not given)	0	0.93	2	0.82	7	-1.0	7	3	18
CSC1=C(C#N)C(c2ccncc2)C(C(=O)Nc2ccccc2)=C(C)N1 (stereo not given)	-5	1	3	1.1	1	-0.8	-3	-23	-10
CCCCN(CC)Cc1ccc(CNC(=S)Nc2cccc(F)c2)o1	-2	1.1	2	1.7	-4	2.3	-12	0	-69
C=CCNC(=O)CC1C(=O)NCCN1Cc1c(F)cccc1Cl (stereo not given)	0	1.1	-2	0.99	-4	-0.5	-8	-6	1
C=CC[C@@H](CC(=O)N(CCO)Cc1ccccc1)C(=O)N[C@@H](C)COC(=O)[C@@H](CC=C)Cc1ccc(F)cc1	-1	0.96	-4	1	-9	0.1	4	-6	-4
COCCNC(=O)[C@@]1(C)C=C[C@@H](Cc2ccccc2)N1C(=O)c1ccccc1	2	1	3	1	-7	-0.4	-3	-10	-3
O=C(OCc1nnc(-c2ccccc2)o1)c1ccc2ccccc2n1	2	0.99	-6	1	0	-6.7	1	-1	-2
CN1CCN(CC(=O)Nc2cc(N3CCOCC3)ccc2[N+](=O)[O-])CC1	-2	1	-2	0.87	-5	1.7	-4	-1	13
COc1ccc(CCN2Cc3c(cccc3[N+](=O)[O-])C2=O)cc1OC	4	1	5	1	-2	-0.1	-1	-1	0
Cc1cccc(NC(=O)c2cc(NC(=O)C3CC=CCC3C(=O)O)ccc2N2CCOCC2)c1 (stereo not given)	0	1	2	1	-2	-0.4	0	-6	0
O=C(Cn1cnc2c(nnn2Cc2ccccc2F)c1=O)NCC1CCCO1 (stereo not given)	-1	1.1	-3	1	-5	0.4	-14	-3	-4
Cc1nc2ncnn2c(N2CCCC(C(=O)Nc3ccc4c(c3)CCC4)C2)c1C (stereo not given)	-2	0.95	1	1	-6	0.1	5	-15	-4
CCOc1ccc(CCNC(=O)COC(=O)COc2ccc(C(=O)CC)cc2)cc1OCC	0	0.94	3	0.95	-6	-1.7	6	-13	5

A stretch from the list above, for reference:
SMILES	beta cell repl	hIAP activ	APOBEC3A inh	mIAP activ	A3G deaminase	MPTP inh	hIAP inh	ATG4B inh	mIAP block
COc1ccccc1CCC(=O)Oc1ccc(C#N)cc1OC	3	1.2	-5	0.9	-9	0.0	-19	-1	10
Cc1ccc(CNC(=O)N2CCN(S(=O)(=O)c3ccccc3)CC2)cc1	2	1.3	-5	0.96	-7	-0.5	-27	-7	4
COc1ccc(-c2nc(CN(C)C(C)c3ccon3)c(C)o2)c(C)c1C (stereo not given)	3	0.95	-3	0.95	-7	-2.1	5	2	5
Cc1ccc(NC(=O)CSc2nnc(CNC(=O)c3ccccc3F)o2)cc1Cl	-1	1.2	-9	1.1	-7	-0.4	-23	-9	-7
COc1ccccc1NC(=O)[C@@H]1CCCN1S(=O)(=O)c1ccc(Cl)cc1	3	1	-2	0.99	-8	-0.6	-3	0	1
CCc1ccc(C(=O)CN2C(=O)NC(C)(CCc3ccccc3)C2=O)cc1 (stereo not given)	0	0.93	2	0.82	7	-1.0	7	3	18
CSC1=C(C#N)C(c2ccncc2)C(C(=O)Nc2ccccc2)=C(C)N1 (stereo not given)	-5	1	3	1.1	1	-0.8	-3	-23	-10
CCCCN(CC)Cc1ccc(CNC(=S)Nc2cccc(F)c2)o1	-2	1.1	2	1.7	-4	2.3	-12	0	-69
C=CCNC(=O)CC1C(=O)NCCN1Cc1c(F)cccc1Cl (stereo not given)	0	1.1	-2	0.99	-4	-0.5	-8	-6	1
C=CC[C@@H](CC(=O)N(CCO)Cc1ccccc1)C(=O)N[C@@H](C)COC(=O)[C@@H](CC=C)Cc1ccc(F)cc1	-1	0.96	-4	1	-9	0.1	4	-6	-4
COCCNC(=O)[C@@]1(C)C=C[C@@H](Cc2ccccc2)N1C(=O)c1ccccc1	2	1	3	1	-7	-0.4	-3	-10	-3
O=C(OCc1nnc(-c2ccccc2)o1)c1ccc2ccccc2n1	2	0.99	-6	1	0	-6.7	1	-1	-2
CN1CCN(CC(=O)Nc2cc(N3CCOCC3)ccc2[N+](=O)[O-])CC1	-2	1	-2	0.87	-5	1.7	-4	-1	13
COc1ccc(CCN2Cc3c(cccc3[N+](=O)[O-])C2=O)cc1OC	4	1	5	1	-2	-0.1	-1	-1	0
Cc1cccc(NC(=O)c2cc(NC(=O)C3CC=CCC3C(=O)O)ccc2N2CCOCC2)c1 (stereo not given)	0	1	2	1	-2	-0.4	0	-6	0
O=C(Cn1cnc2c(nnn2Cc2ccccc2F)c1=O)NCC1CCCO1 (stereo not given)	-1	1.1	-3	1	-5	0.4	-14	-3	-4
